TDP1 cell noCPT = qHTS for Inhibitors of human tyrosyl-DNA phosphodiesterase 1 (TDP1): qHTS in cells in absence of CPT; AID 686978, 2013; hit rate 15% among 420,000; DT40 Tdp1-/- hTDP1 cells, no CPT, ATP luminescence, 48 h; Potency, µM (titrated, usually from 46.2 µM), without a hit: at the top dose activity change, negative = growth inhibition, hits mostly inhibitors; note: nearly all actives have a fitted effect of over 55% in size
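Seeded 400 DT40-hTDP1 cells/well (vehicle DMSO, no 20 nM CPT); pinned compounds; ≥48 hr at 37 °C; CellTiter-Glo luminescence as viability measure.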
GCN5L2 inh = blocks human GCN5L2 histone acetyltransferase; Q92830; GCN5L2 HAT assay, ThioGlo1 CoA-SH fluorescence; Potency, µM (titrated, usually from 58.9 µM), for inactives: at the highest dose activity change, negative = inhibition, hits mostly inhibitors; hit rate 0.21% among 390,000; AID 504327
Target sequence (Q92830 whole entry, looked up): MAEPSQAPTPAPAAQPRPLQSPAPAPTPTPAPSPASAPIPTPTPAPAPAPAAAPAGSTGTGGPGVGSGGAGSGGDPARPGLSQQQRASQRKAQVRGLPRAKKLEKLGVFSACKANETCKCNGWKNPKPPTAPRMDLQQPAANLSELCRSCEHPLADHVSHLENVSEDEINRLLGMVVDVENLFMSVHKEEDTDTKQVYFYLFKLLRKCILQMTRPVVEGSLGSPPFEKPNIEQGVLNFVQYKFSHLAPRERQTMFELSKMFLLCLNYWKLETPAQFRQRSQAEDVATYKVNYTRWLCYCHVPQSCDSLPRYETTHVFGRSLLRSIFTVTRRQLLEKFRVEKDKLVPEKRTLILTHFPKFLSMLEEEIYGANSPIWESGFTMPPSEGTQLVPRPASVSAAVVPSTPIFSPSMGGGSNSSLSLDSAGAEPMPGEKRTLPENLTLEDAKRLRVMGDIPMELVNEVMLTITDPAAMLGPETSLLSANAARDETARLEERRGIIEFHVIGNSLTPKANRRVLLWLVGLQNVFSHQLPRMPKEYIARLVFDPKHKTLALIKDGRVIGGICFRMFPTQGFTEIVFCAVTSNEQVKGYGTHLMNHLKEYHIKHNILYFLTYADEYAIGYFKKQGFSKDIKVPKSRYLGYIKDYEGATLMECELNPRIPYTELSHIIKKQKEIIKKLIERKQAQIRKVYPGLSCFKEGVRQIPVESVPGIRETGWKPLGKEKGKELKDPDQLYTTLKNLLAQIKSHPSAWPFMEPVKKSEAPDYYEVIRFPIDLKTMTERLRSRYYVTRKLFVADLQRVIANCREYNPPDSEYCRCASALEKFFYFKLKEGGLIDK
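Free CoA generated was detected with ThioGlo1 (50uM) fluorescence at Ex340nm/Em540nm, read immediately and after 20 min at room temperature. Enzyme, 20 nM in HEPES pH 7.5 buffer, saw compounds 15 min before adding 75uM H3(1-25) peptide and 70uM acetyl-CoA.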
DT40 TDP1 CPT = DT40-hTDP1 cell growth loss with CPT; AID 686979; hit rate 12% among 420,000; Potency, µM (titrated, usually from 46.2 µM), for the others: at the top dose activity change, negative = growth inhibition, most hits filed as inhibitors; chicken DT40 Tdp1-/-;hTDP1 cells + 20 nM CPT, ATP luminescence, 48 h; note: nearly all actives have a fitted effect of over 55% in size
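Chicken DT40 Tdp1-/- cells complemented with human TDP1, 400 cells/well, exposed to compounds plus 20 nM camptothecin for at least 48 h at 37 C; viability read as ATP content by CellTiter-Glo luminescence.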
An asterisk follows results filed as active; ? = inconclusive; . = not tested or not shown; & = joins results of further samples; [ ] = remark or other dose. Calls come from the whole dose curve; as a rule, active = well fitted curve in the direction sought with a large enough effect; inconclusive = small, poorly fitted or top-dose-only effect, or another doubt; inactive = no such curve, though single readings can be large; an effect the other way counts as inactive or inconclusive. % is set by controls: 0 for no effect and ±100 for the full control effect; potency is the fitted concentration of half-maximal effect.

Below each compound: TDP1 cell noCPT	DT40 TDP1 CPT	GCN5L2 inh
1	CCOc1ccc(CCNC(=O)Cn2nnc(-c3ccccc3Cl)n2)cc1OCC
  -27%	-24%	-8%
2	CCCCn1c(N)c(N(CCOC)C(=O)c2ccc(-c3ccccc3)cc2)c(=O)[nH]c1=O
  3%	12%	-6%
3	Cc1cc(=O)[nH]c(SCC(=O)N2CCCCCC2)n1
  2%	-23%	2%
4	Fc1ccc2nc(C(F)(F)F)cc(N3CCOCC3)c2c1
  -4%	-3%	11%
5	COc1ccc2nc(NC(=O)CSc3cn[nH]n3)sc2c1
  10%	-2%	-3%
6	C[C@H](CO)N1C[C@H](C)[C@@H](CN(C)S(=O)(=O)c2ccc(Cl)cc2)OCc2cnnn2CCCC1=O
  2%	6%	.
7	CS(=O)(=O)c1ccc2c(c1)SC1=NC(=O)/C(=C/c3ccco3)C(=N)N12
  ?	-28%	-27%
8	Cc1onc(-c2ccccc2)c1C(=O)n1cc(Br)cn1
  -3%	-15%	-6%
9	CC(C)c1ccc(NC(=O)N(CCc2nc3ccccc3[nH]2)C2CCCC2)cc1
  ?	?	-22%
10	CCc1nnc(NC(=O)CN2CCOCC2)s1
  0%	-14%	1%
11	CCC(Oc1ccccc1C)C(=O)N1CCCN(C)CC1 (centres undefined)
  0%	24%	?
12	COc1ccccc1NC(=O)c1ccc(NC(=O)COC(=O)C2CCCCC2)cc1
  4%	-1%	2%
13	Cc1ccc(S(=O)(=O)/N=C2\C=C(NS(=O)(=O)c3ccccc3)C(=O)c3ccccc32)c(C)c1
  ?	15µM*	.
14	Cc1ccc(CNc2ccc(-c3nc(-c4cccnc4)no3)cc2[N+](=O)[O-])cc1
  -15%	-20%	-8%
15	CCOC(=O)c1c(NC(=O)/C=C/c2ccccc2)sc2c1CCCC2
  -19%	-1%	-17%
16	O=C(NC1CCCCC1NC(=O)c1ccco1)c1ccco1 (centres undefined)
  1%	-6%	-4%
17	O=C(Cn1ccc(C(F)(F)F)n1)Nc1ccc(S(=O)(=O)NCc2ccco2)cc1
  -12%	4%	0%
18	CC(=O)c1ccc(NC(=O)Nc2nnc(N3CCCC(C)C3)s2)cc1 (centres undefined)
  18µM*	6.5µM*	1%
19	O=C(Nc1cccnc1)c1ccccc1NS(=O)(=O)c1ccc(F)cc1
  ?	?	-5%
20	C(=N\N=C\c1ccccn1)/c1ccccn1
  -5%	17%	-2%
21	Cc1ccc(C)c(CSc2nc3[nH]ncc3c(=O)[nH]2)c1
  1µM*	2.6µM*	-6%
22	COc1ccc(N2C(=O)c3ccccc3C(C)(C)C2=O)cc1
  -30%	0%	-5%
23	COc1cc(CN2CCN(CCCc3ccccc3)CC2CCO)cc(OC)c1 (centres undefined)
  -29%	6%	3%
24	CCOC(=O)N1CCc2c(sc(NCc3ccc(OC)c(Br)c3)c2C(=O)Nc2cc(OC)ccc2OC)C1
  ?	?	-19%
25	CCOc1ccc(-c2nc(N)ncc2-c2ccccc2OC)c(O)c1
  -77%	21µM*	-5%
26	Cc1nc2c(C)[n+](CC(=O)c3ccccc3)ccc2n1C
  -22%	8%	1%
27	COc1ccc(NC(=O)CCS(=O)(=O)c2cc3c4c(c2)CCN4C(=O)CC3)c(OC)c1
  -7%	-5%	-2%
28	Cc1cccc(N(Cc2ccccc2)C(=O)CSC(C)C(=O)Nc2cc(C)on2)c1 (centres undefined)
  18µM*	?	-3%
29	O=C(N/N=C/c1ccc[nH]1)c1ccccc1OCc1ccccc1Cl
  ?	?	-10%
30	COc1cc2c(cc1OC)CN(c1ccc(-c3ccccc3OC)nn1)CC2
  23µM*	?	-7%
31	COc1ccc(CNCC(=O)Nc2ccccc2-n2cccc2)cc1
  6.5µM*	8.2µM*	-7%
32	Cc1ccc(OCC(=O)N(C)CC(=O)NCc2ccco2)c(Br)c1
  -29%	4%	-18%
33	CC(C(=O)NCc1cccc(Br)c1)n1ncn2cccc2c1=O (centres undefined)
  2%	-13%	-14%
34	CCOP(=O)(OCC)/C(=N/OC(=O)c1ccc(Cl)cc1Cl)C(N)=O
  -10%	-20%	-2%
35	COc1ccccc1CNC(=O)COc1ccccc1OC
  -1%	-9%	0%
36	COc1ccccc1NS(=O)(=O)c1c(C)nc2sccn2c1=O
  -10%	-19%	0%
37	Oc1ccc(N=Nc2cccc(Cl)c2)cc1C=Nc1ccc(N2CCOCC2)cc1
  ?	?	0%
38	CCOC(=O)c1cccc(NC(=O)CCOc2ccccc2)c1
  -11%	10%	-8%
39	CC1CCN(C(=O)COc2ccc(Nc3ccccc3)cc2)CC1
  ?	-16%	-8%
40	COCCCNC(=O)C1CCN(S(=O)(=O)c2ccc3nc4c(c(C(=O)O)c3c2)CCCCC4)CC1
  32%[activator]	5%	1%

Record cards, as listed above. Order of screens: TDP1 cell noCPT	DT40 TDP1 CPT	GCN5L2 inh
`CC1CCN(C(=O)COc2ccc(Nc3ccccc3)cc2)CC1` is entered as ?	-16%	-8%
`CCOc1ccc(-c2nc(N)ncc2-c2ccccc2OC)c(O)c1` is entered as -77%	21µM*	-5%
`COc1cc(CN2CCN(CCCc3ccccc3)CC2CCO)cc(OC)c1` (centres undefined) is entered as -29%	6%	3%
`Cc1cc(=O)[nH]c(SCC(=O)N2CCCCCC2)n1` is entered as 2%	-23%	2%
`COc1ccccc1NC(=O)c1ccc(NC(=O)COC(=O)C2CCCCC2)cc1` is entered as 4%	-1%	2%

Later entries:
Below each compound: TDP1 cell noCPT	DT40 TDP1 CPT	GCN5L2 inh
41	O=C(c1ccc(CSc2nc3ccncc3n2Cc2ccccc2F)cc1)N1CCCCCC1
  26µM*	?	-7%
42	CC12CCC(C(=O)N3CCN(c4ccccc4)CC3)(CC1=O)C2(C)C (centres undefined)
  -26%	-20%	-23%
43	Cc1oc2c(CN3CCCC3)c(O)ccc2c(=O)c1-c1ccccc1
  -8%	-21%	-16%
44	CN(Cc1ccccc1)C(=O)c1ccc(NC(=O)Cc2ccc(NC(=O)C3CCCN(C(=O)C4CCCC4)C3)cc2)cc1 (centres undefined)
  ?	?	.
45	CCCn1c2c(c(=N)c3c1CCC3)CCCC2
  5.2µM*	9.2µM*	2%
46	Cc1ccc(CN2CC(C(=O)Nc3cc(S(C)(=O)=O)ccc3Cl)CC2=O)cc1 (centres undefined)
  -1%	2%	1%
47	CC(C)(C)c1cc(C(=O)NCC(=O)OCC(=O)c2cccc([N+](=O)[O-])c2)cc(C(C)(C)C)c1
  -22%	6%	-14%
48	COc1cccc(N2CCN(c3ccc4nnc(CCC(=O)Nc5ccc(C)cn5)n4n3)CC2)c1
  ?	?	-13%
49	COc1ccc(C(=O)N2CCC[C@@]3(CCN(Cc4ccccc4OC)C3)C2)cc1
  ?	3%	6%
50	CCn1cnc2c1c(=O)n(CC(=O)NCC(C)C)c(=O)n2Cc1ccccc1
  18%	8%	-10%
51	O=C(CSCc1nc2cccnc2n1C1CCCCC1)NCc1cccc(Cl)c1
  10µM*	23µM*	-5%
52	CC(CC(=O)NCCc1ccc(Cl)cc1)S(=O)(=O)c1ccc2c(c1)NC(=O)CO2 (centres undefined)
  -24%	?	-14%
53	COc1ccc(NS(=O)(=O)c2cn(C)cn2)cc1
  14%	13%	-2%
54	Cc1c(C(=O)N2CCN(S(=O)(=O)c3ccccc3F)CC2)oc2c(Cl)cccc12
  ?	?	-8%
55	COc1cccc(CN2CC(C(=O)NCCn3cccn3)CCC2=O)c1 (centres undefined)
  10%	-10%	-14%
56	COc1ccccc1-c1ccc2ncnc(NCCNC(C)=O)c2c1
  -2%	-24%	-10%
57	CC(C)(C)c1nnc(N/N=C/c2ccc(O)cc2)n(N)c1=O
  -21%	17%	-6%
58	O=[N+]([O-])c1ccc(Oc2ccc(S(=O)(=O)N3CCOCC3)cn2)cc1
  -26%	-8%	-2%
59	N#Cc1ccncc1Sc1ccc(Cl)cc1
  -11%	15%	3%
60	CCOc1cc(C(=O)NCCc2csc(-c3ccc(C)cc3)n2)cc(OCC)c1OCC
  16µM*	?	3%

Reprinted at random: two records from the list, in no set order.
Below each compound: TDP1 cell noCPT	DT40 TDP1 CPT	GCN5L2 inh
12	COc1ccccc1NC(=O)c1ccc(NC(=O)COC(=O)C2CCCCC2)cc1
  4%	-1%	2%
20	C(=N\N=C\c1ccccn1)/c1ccccn1
  -5%	17%	-2%

(listing goes on)
Below each compound: TDP1 cell noCPT	DT40 TDP1 CPT	GCN5L2 inh
61	CCOC(=O)N1CCN(C(=O)c2ccc3c(=O)n(CCOC)c(=O)[nH]c3c2)CC1
  7%	6%	3%
62	Cc1nnc(SCc2ccc(Cl)c(Cl)c2)s1
  -5%	-14%	-14%
63	CC(C)=CCC/C(C)=C/COc1c2occc2cc2ccc(=O)oc12
  ?	?	-19%&-17%
64	COc1cc(NC(=O)CN(c2ccc(C)cc2)S(=O)(=O)c2c(C)n[nH]c2C)cc(OC)c1
  -24%	-6%	-11%
65	CC(C)c1ccc(C(O)c2nc3ccccc3n2C)cc1 (centres undefined)
  21µM*	21µM*	3%
66	O=C(Nc1ccccc1)C1CC(=O)N(Cc2ccccc2)C1 (centres undefined)
  19%	-2%	-2%
67	Cn1c(=O)c2c(nc(N3CCCCC3)n2CC(O)COc2ccccc2)n(C)c1=O (centres undefined)
  16µM*	?	-9%
68	COc1ccc(/C=C/C(=O)NC(=S)Nc2ccccc2C(=O)NC2CCCCC2)cc1
  ?	?	8%
69	CCOC(=O)Cc1csc(NC(=O)c2cnc3sc(C)cn3c2=O)n1
  21µM*	?	-25%
70	CCn1c(CN2CCN(C)CC2)nc2cc(NC(=O)c3cc(OC)c(OC)c(OC)c3)ccc21
  -26%	-21%	-11%
71	CC(=O)Nc1ccc(Oc2nc(-c3ccccn3)nc3ccccc23)cc1
  ?	?	-27%
72	CCCCOC(=O)c1ccc(NC(=O)/C(C#N)=C/c2ccc(C)o2)cc1
  -22%	0%	-2%
73	CC1Cc2ccccc2N1S(=O)(=O)c1cccc(C(=O)OCC(=O)NC2CCS(=O)(=O)C2)c1 (centres undefined)
  -1%	4%	-7%
74	O=C1Nc2cc(C(=O)NCCCN3CCOCC3)ccc2S/C1=C/c1ccccc1F
  ?	?	0%
75	COc1cc(/C=N/NC(=O)c2cc(-c3c(C)nn(-c4ccccc4)c3C)n[nH]2)ccc1O
  ?	23µM*	-8%
76	Nc1ccccc1N=c1ssnc1Cl
  ?	?	28µM*
77	O=C(c1scc2c1CCCC2)N1CCOCC1
  3%	-2%	3%
78	CC(=O)OC1COC(N2CCc3cc([N+](=O)[O-])ccc32)C(OC(C)=O)C1OC(C)=O (centres undefined)
  -4%	-11%	-10%
79	Cc1cc(C)c(NC(=O)c2ccccc2C(=O)c2ccccc2)c(C)c1
  -27%	7%	-12%
80	COc1cc(C2C(C(=O)Nc3ccccc3C)=C(C)Nc3nc(SCc4cc(C)ccc4C)nn32)ccc1O (centres undefined)
  ?	?	-16%
81	COc1ccc(S(N)(=O)=O)cc1C(=O)NNC(=O)CN(C)S(=O)(=O)c1ccc(Cl)cc1
  -5%	-2%	-10%
82	CCOC(=O)c1cc(S(=O)(=O)NCc2ccc(OC)cc2)[nH]n1
  -23%	-14%	0%
83	O=C(Cc1cccs1)Nc1ccc(N2CCOCC2)cc1
  -11%	-8%	-8%
84	COc1cccc(-c2nccc(NCCc3c[nH]c4ccc(OC)cc34)n2)c1
  ?	13µM*	?
85	CC1CN(c2ccc(NS(=O)(=O)c3ccccc3)cc2C(=O)O)CC(C)O1 (centres undefined)
  5%	23%	-3%
86	CN1CCCC1CN1CCCC1 (centres undefined)
  -2%	-12%	.
87	Cc1ccc(NC(=O)c2ccco2)c(NC(=O)COc2ccccc2)c1
  -15%	-21%	-6%
88	O=C(COC(=O)c1ccccc1Oc1ccccc1)Nc1ccc(Br)cc1
  -22%	1%	.
89	COC(=O)c1ccc(COc2ccc(NC(C)=O)cc2)o1
  -5%	-1%	-2%

6 of the compounds above, bar-delimited.
no. | smiles | TDP1 cell noCPT | DT40 TDP1 CPT | GCN5L2 inh
84 | COc1cccc(-c2nccc(NCCc3c[nH]c4ccc(OC)cc34)n2)c1 | ? | 13µM* | ?
85 | CC1CN(c2ccc(NS(=O)(=O)c3ccccc3)cc2C(=O)O)CC(C)O1 (centres undefined) | 5% | 23% | -3%
86 | CN1CCCC1CN1CCCC1 (centres undefined) | -2% | -12% | .
87 | Cc1ccc(NC(=O)c2ccco2)c(NC(=O)COc2ccccc2)c1 | -15% | -21% | -6%
88 | O=C(COC(=O)c1ccccc1Oc1ccccc1)Nc1ccc(Br)cc1 | -22% | 1% | .
89 | COC(=O)c1ccc(COc2ccc(NC(C)=O)cc2)o1 | -5% | -1% | -2%

An excerpt; rates above refer to the full screens.
